Bioassay records: PubChem, several laboratories
ABHD4 inh = inhibitors of mouse ABHD4; purified mABHD4, FP-Rh probe fluorescence polarization; inhibition, % at 8.92 µM; hit rate 0.54% among 370,000; AID 720543;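 active = inhibition exceeding the mean over every tested compound plus 3 SD, cut at about 30% in these data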;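 note: 0% = plate median of compound wells and 100% = S159A mutant with DMSO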
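assay system = mABHD4 protein | compound dosing = single nominal dose of 8.92 µM, 0.89% DMSO final | read-out basis = percent inhibition of probe binding, normalized to plate controls | schedule = Enzyme–compound pre-incubation 45 min, then probe 60 min, both 25 °C | detection = fluorescence polarization, excitation 525 nm, emission 598 nm, BODIPY TMR filters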
ARFGAP1 inhibitor = inhibitors of rat ARFGAP1 | Q62848 | Arfgap1-stimulated ARF1 GTP hydrolysis, GDP FP detection | inhibition, % at 16.5 µM | hit rate 0.26% among 360,000 | AID 651572;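 active = inhibition above a per-plate limit, mean inhibition of low control wells plus 3 SD, cut at about 25% in these data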;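 note: 0% = DMSO wells with enzyme and 100% = wells lacking Arfgap1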
Target sequence (Q62848 1-136 limits assumed): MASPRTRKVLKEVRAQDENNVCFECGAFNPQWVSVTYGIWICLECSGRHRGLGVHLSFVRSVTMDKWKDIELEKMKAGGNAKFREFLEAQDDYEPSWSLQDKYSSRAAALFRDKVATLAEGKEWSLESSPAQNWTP
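Material: truncated rat Arfgap1 GAP domain; Incubation: compound-enzyme preincubation 20 min, reaction 120 min, detection 60 min, 25 °C; Read-out: percent inhibition of Arfgap1-stimulated GTP hydrolysis; Technique: FP, GDP Alexa 633 tracer displaced from anti-GDP antibody, 620/688 nm; Controls: No-Arfgap1 wells (100%) versus DMSO full-reaction wells (0%); Replication: single well per compound.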
NPR1 activator = GC-A (human) enzyme activation; activation, % at 10 µM; HEK293 GC-A cells, cGMP TR-FRET, EC30 ANP; 0% at EC30 ANP, 100% saturating ANP; AID 1671463; hit rate 0.14% among 370,000; P16066; in the data active = activation above about 40%
GC-B act = GC-B (human) receptor activation. HEK293-GC-B cells, CNP EC30, cGMP TR-FRET; 0% at EC30 CNP, 100% saturating CNP. P20594. activation, % at 10 µM. hit rate 0.11% among 370,000;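 active = activation at 10 µM reaching about 35% in either raw or pattern-adjusted values, limit read from the data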
HTRA1 inhibitor = HTRA1 (human) protease inhibition. Q92743. recombinant HTRA1, FP-rhodamine activity-based probe, fluorescence polarization. inhibition, % at 5.96 µM. hit rate 0.5% among 340,000. AID 504803; in the data active = inhibition above about 36%;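 note: 0% = enzyme with DMSO and 100% = wells lacking enzyme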
Target sequence (Q92743 whole entry, looked up): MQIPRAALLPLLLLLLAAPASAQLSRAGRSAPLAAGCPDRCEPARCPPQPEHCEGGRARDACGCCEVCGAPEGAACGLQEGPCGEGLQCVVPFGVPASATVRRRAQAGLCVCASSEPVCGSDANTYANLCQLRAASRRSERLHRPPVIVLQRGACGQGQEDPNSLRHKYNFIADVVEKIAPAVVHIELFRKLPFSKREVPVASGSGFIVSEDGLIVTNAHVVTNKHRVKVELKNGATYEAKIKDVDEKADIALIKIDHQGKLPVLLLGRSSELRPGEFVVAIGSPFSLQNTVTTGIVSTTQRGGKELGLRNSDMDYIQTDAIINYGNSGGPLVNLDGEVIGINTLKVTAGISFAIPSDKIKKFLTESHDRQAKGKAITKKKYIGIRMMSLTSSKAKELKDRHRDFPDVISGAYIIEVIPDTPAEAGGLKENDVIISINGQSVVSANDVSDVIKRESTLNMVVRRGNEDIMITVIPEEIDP
ASAP1 inh = blocks human ASAP1-stimulated Arf1 GTP hydrolysis; inhibition, % at 16.5 µM; AID 624377; Q9ULH1; hit rate 0.19% among 360,000; GDP FP detection; in the data active = inhibition above about 25%;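 note: 0% = vehicle with enzyme and substrate and 100% = no enzyme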
Target sequence (Q9ULH1 325-724 limits assumed): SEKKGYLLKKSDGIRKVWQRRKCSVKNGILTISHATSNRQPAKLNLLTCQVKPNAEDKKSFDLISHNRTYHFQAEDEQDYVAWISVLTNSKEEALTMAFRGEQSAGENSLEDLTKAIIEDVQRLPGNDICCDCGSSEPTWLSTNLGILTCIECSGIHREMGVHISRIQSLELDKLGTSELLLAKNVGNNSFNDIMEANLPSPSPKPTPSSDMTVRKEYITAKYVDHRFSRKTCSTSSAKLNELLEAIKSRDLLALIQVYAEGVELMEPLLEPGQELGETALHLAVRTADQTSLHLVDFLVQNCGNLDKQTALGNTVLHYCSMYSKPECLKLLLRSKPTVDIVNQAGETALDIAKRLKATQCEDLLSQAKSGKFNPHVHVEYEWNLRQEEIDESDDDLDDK
PG9 binder = small molecules binding HIV-1 gp120 antibody PG9; TR-FRET gp120-PG9 antibody binding; inhibition, % at 6.7 µM; hit rate 0.43% among 360,000; in the data active = inhibition above about 8.5%
SMARCA2 act = increases SMARCA2 function in MMTV reporter cells; MG213 cells, MMTV-luciferase reporter, dexamethasone, overnight; activation, % at 9.1 µM; hit rate 1% among 370,000; AID 652017; in the data active = activation above about 7.8%;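 note: 0% = vehicle wells and 100% = reference activator wells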
rCAG RNA binder = r(CAG) repeat RNA binding. AID 651821. hit rate 1.3% among 370,000. TO-PRO-1 dye displacement fluorescence. inhibition, % at 3 µM;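 active = inhibition above the plate cutoff, the mean of all test compounds on that plate plus 3 SD, cut at about 35% in these data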;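 note: 0% = DMSO alone and 100% = 100 µM mitoxantrone as full dye displacement; higher means more dye released from RNA so lower well fluorescence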
Rev-erbA mod = modulates human Rev-erb alpha binding to DNA | P20393 | Rev-erbα–FITC-DNA binding, fluorescence polarization, 90 min | activity, % at 10 µM | hit rate 0.79% among 370,000 | AID 1259318;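 active = activity above about 14%, limit read from the data; passing the limit was not always enough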;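 note: 0% = DMSO wells with 35 nM protein and 100% = DMSO wells with 750 nM protein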
The depositor's hits bear a star; · = no result given. The order is random (roughly 4.4% active in at least one column).

SMILES	ABHD4 inh	ARFGAP1 inhibitor	NPR1 activator	GC-B act	HTRA1 inhibitor	ASAP1 inh	PG9 binder	SMARCA2 act	rCAG RNA binder	Rev-erbA mod
O=C(NCC(=O)N(c1ccccc1)C(C(=O)NC1CCCCC1)c1cccnc1)c1ccco1 (stereo unspecified)	-5	-5	-1	-5	0	-7	-1.3	1	-6	2
CC1CCCC(C)N1CCNC(=O)CCc1nnc2n(Cc3ccccc3)c(=O)c3ccccc3n12 (stereo unspecified)	5	7	3	6	5	12	-2.8	-2	-1	-3
Cc1ccccc1-c1nc(CN(C)C(C)c2ccon2)c(C)o1 (stereo unspecified)	3	7	-7	0	-1	1	-1.9	-5	-1	7
CC(=O)c1ccc(-n2nnnc2SCC(=O)Nc2cccc(NC(=O)c3ccco3)c2)cc1	-11	20	2	3	-10	-3	1.9	0	12	-3
COCCCNS(=O)(=O)c1ccc2c3c(cccc13)C(=O)S2	5	9	3	0	-4	-4	0.8	0	0	-3
Cc1ccccc1S(=O)(=O)Cc1ccc(C(=O)NC2CCCCCC2)o1	3	-5	0	6	-8	1	-2.3	-2	-4	-2
COC(=O)NNC(=O)c1cccc(C)c1	·	·	0	-1	7	·	·	·	·	5
CC1=NNC(=O)C1CCC(=O)N/N=C(\C)c1ccc(Cl)cc1 (stereo unspecified)	-2	10	-2	1	2	0	-0.3	1	1	2
CN(CCCC(=O)N1CCN(c2ncccn2)CC1)S(=O)(=O)c1ccc(F)cc1	-1	-1	-2	3	7	-1	0.7	-2	-3	0
Cc1ccc(NC(=O)CN(C)S(=O)(=O)c2cccc3cccnc23)c(C)c1	1	7	4	1	-1	11	-0.9	-1	-4	0
Cc1nc2ncccn2c1-c1csc(Nc2ccc(S(N)(=O)=O)cc2)n1	3	3	6	-1	2	7	-2.7	-1	8	3
O=C(CCNS(=O)(=O)c1ccccc1)N1CCCC1	-4	1	-1	-1	4	6	-1.4	-1	0	1
CN(Cc1nc2ccccc2c(=O)[nH]1)C(=O)c1ccc(S(=O)(=O)N(C)C)cc1	3	1	0	5	3	1	-0.3	4	0	2
Cc1[nH]c2ccccc2c1/C=N/NC(=O)c1cc(-c2ccncc2)nc2ccccc12	6	16	-4	-9	-6	5	-3.1	1	17	4
Cc1ccc(S(=O)(=O)NCC(=O)N(CC(=O)NCC2CCCO2)CC2CCCO2)cc1 (stereo unspecified)	4	20	2	6	1	12	-4.1	-2	-2	-5
CCNC(=O)NC(=O)C(C)OC(=O)CCCc1nc2ccccc2s1 (stereo unspecified)	7	-4	0	-1	4	7	-0.5	-3	-8	-2
CC(CCN1CCC(C(O)(c2ccccc2)c2ccccc2)CC1)Oc1ccc(C#N)c(F)c1 (stereo unspecified)	9	·	-20	-15	·	·	·	-1	4	-3
Cc1ccccc1C(=O)c1cccn1CC(=O)NCCCN1CCCCC1	5	5	1	0	-6	-7	-2.1	-2	-2	-3
Cc1cc(Br)cn2c(Cc3ccccc3C(F)(F)F)c(-c3cccc(Cl)c3)nc12	-1	10	0	3	·	3	1.5	3	11	24*
CCOCCCNC(=O)C(NC(=O)c1ccc(=O)[nH]c1)c1ccc(Cl)cc1 (stereo unspecified)	-1	2	2	-1	-2	4	-0.9	1	5	-6

Continued; the last three above are carried over.
SMILES	ABHD4 inh	ARFGAP1 inhibitor	NPR1 activator	GC-B act	HTRA1 inhibitor	ASAP1 inh	PG9 binder	SMARCA2 act	rCAG RNA binder	Rev-erbA mod
Cc1ccccc1C(=O)c1cccn1CC(=O)NCCCN1CCCCC1	5	5	1	0	-6	-7	-2.1	-2	-2	-3
Cc1cc(Br)cn2c(Cc3ccccc3C(F)(F)F)c(-c3cccc(Cl)c3)nc12	-1	10	0	3	·	3	1.5	3	11	24*
CCOCCCNC(=O)C(NC(=O)c1ccc(=O)[nH]c1)c1ccc(Cl)cc1 (stereo unspecified)	-1	2	2	-1	-2	4	-0.9	1	5	-6
O=C(Nc1ccc2c(c1)OCCO2)c1ccccn1	3	-16	2	2	5	-6	-1.4	1	1	-4
Cc1ccc(OCC(=O)Nc2ccccc2F)cc1	5	1	2	1	2	-10	-0.9	-2	1	2
CC(O)CN(Cc1cccc(Cl)c1)CC(C)O (stereo unspecified)	2	-7	2	3	-1	10	0.5	0	-1	-4
CCOC(=O)c1c(NC(=O)c2cccs2)sc(C)c1CC	2	3	-6	-8	-29	4	-1.0	1	5	-2
Fc1ccccc1OCCCn1ccnc1	-3	-17	6	1	5	14	1.1	-2	0	4
O=C(COC(=O)c1cccc(-n2cnnn2)c1)c1ccccc1	-1	-1	4	-2	7	7	-0.4	7	2	1
Clc1nnc2ccc(-c3ccccc3)nn12	-6	11	-2	3	11	3	0.4	-2	0	-2
CCCCN(C)Cc1c(O)ccc2c(-c3ccccc3)cc(=O)oc12	-2	4	-1	-6	-1	4	-0.5	2	3	2
COC(=O)[C@]12C[C@H](CC(=O)N3CCCCC3)C(=O)N(Cc3ccc4c(c3)OCO4)C1=C[C@H](COCc1ccccc1)O[C@@H]2C	3	4	1	1	·	0	-0.4	-3	2	-1
O=S(=O)(c1ccc(F)cc1)N1CCN(Cc2ccccc2C(F)(F)F)CC1	-9	4	-1	3	-10	-17	-1.8	-3	-7	6

Reprinted at random: four entries already listed, in no set order.
SMILES	ABHD4 inh	ARFGAP1 inhibitor	NPR1 activator	GC-B act	HTRA1 inhibitor	ASAP1 inh	PG9 binder	SMARCA2 act	rCAG RNA binder	Rev-erbA mod
Cc1ccccc1C(=O)c1cccn1CC(=O)NCCCN1CCCCC1	5	5	1	0	-6	-7	-2.1	-2	-2	-3
Fc1ccccc1OCCCn1ccnc1	-3	-17	6	1	5	14	1.1	-2	0	4
Cc1ccc(S(=O)(=O)NCC(=O)N(CC(=O)NCC2CCCO2)CC2CCCO2)cc1 (stereo unspecified)	4	20	2	6	1	12	-4.1	-2	-2	-5
O=C(CCNS(=O)(=O)c1ccccc1)N1CCCC1	-4	1	-1	-1	4	6	-1.4	-1	0	1

Going on with the list:
SMILES	ABHD4 inh	ARFGAP1 inhibitor	NPR1 activator	GC-B act	HTRA1 inhibitor	ASAP1 inh	PG9 binder	SMARCA2 act	rCAG RNA binder	Rev-erbA mod
COc1ccc(CN2CCC(C)CC2)cc1OCc1ccccc1	-1	14	-4	2	1	3	-2.0	2	-4	1
COc1ccc(S[C@]2(C(=O)N3CCN(c4ncccn4)CC3)CC(=O)N(C(=O)CCc3ccccc3)[C@@H]2c2ccc(OC)cc2)cc1	0	·	5	5	·	·	·	-3	10	4
NC(=O)[C@@H]1CCCNc2c(I)cc([N+](=O)[O-])cc2C(=O)N[C@@H](CO)C(=O)N[C@@H](Cc2ccc(O)cc2)C(=O)N1	-1	-1	1	5	-3	1	-2.0	0	4	-8
CCc1ccc(NC(=O)C2CCCN2c2nn3c(=O)cc(C)nc3s2)cc1 (stereo unspecified)	0	-21	-1	11	4	-7	-0.9	-3	6	-4
COc1cc2c(cc1OC)/C(=C/C(C)=O)OC2	7	5	1	4	·	2	1.0	-4	1	1
CCCc1c(O)nc(SC2CC(=O)N(c3ccc(C)c(Cl)c3)C2=O)[nH]c1=O (stereo unspecified)	1	-3	5	-2	·	0	-5.0	-1	7	1
CC1Cc2ccccc2N1S(=O)(=O)c1cccc2nsnc12 (stereo unspecified)	4	-10	-6	0	7	10	0.4	3	-2	11
CC(C)N(Cc1ccccc1)C(=S)Nc1cccnc1	-3	-12	1	1	6	10	-1.7	0	-1	-1
Cc1ccc(S(=O)(=O)NCCCOC(=O)Nc2ccncc2)cc1	1	-3	-3	-18	-3	12	1.6	-2	0	5
CC1(C(=O)NS(=O)(=O)c2cccs2)CCN1C(=O)C1(c2ccccc2)CCCC1 (stereo unspecified)	5	9	6	8	·	-9	-0.2	-1	19	0

One compound at a time, as listed above. Order of screens: ABHD4 inh, ARFGAP1 inhibitor, NPR1 activator, GC-B act, HTRA1 inhibitor, ASAP1 inh, PG9 binder, SMARCA2 act, rCAG RNA binder, Rev-erbA mod
Record of `CC(=O)c1ccc(-n2nnnc2SCC(=O)Nc2cccc(NC(=O)c3ccco3)c2)cc1` : -11, 20, 2, 3, -10, -3, 1.9, 0, 12, -3
Record of `CCCc1c(O)nc(SC2CC(=O)N(c3ccc(C)c(Cl)c3)C2=O)[nH]c1=O` (stereo unspecified) : 1, -3, 5, -2, ·, 0, -5.0, -1, 7, 1
Record of `CC1CCCC(C)N1CCNC(=O)CCc1nnc2n(Cc3ccccc3)c(=O)c3ccccc3n12` (stereo unspecified) : 5, 7, 3, 6, 5, 12, -2.8, -2, -1, -3
Record of `CN(Cc1nc2ccccc2c(=O)[nH]1)C(=O)c1ccc(S(=O)(=O)N(C)C)cc1` : 3, 1, 0, 5, 3, 1, -0.3, 4, 0, 2
Record of `COc1ccc(CN2CCC(C)CC2)cc1OCc1ccccc1` : -1, 14, -4, 2, 1, 3, -2.0, 2, -4, 1

Carrying on.
SMILES	ABHD4 inh	ARFGAP1 inhibitor	NPR1 activator	GC-B act	HTRA1 inhibitor	ASAP1 inh	PG9 binder	SMARCA2 act	rCAG RNA binder	Rev-erbA mod
COc1cc(NC(=O)c2ccco2)c(OC)cc1NC(=O)Nc1ccc(Cl)cc1	1	21	-5	3	2	4	1.1	-2	19	-2
Cc1cccc(CN(C(=S)Nc2c(C)cccc2C)c2cccnc2)c1	3	7	-2	2	4	-3	0.0	-4	-4	9
CCn1c(N)c(C(=O)COC(=O)CCc2nc3ccccc3c(=O)[nH]2)c(=O)[nH]c1=O	-14	-2	0	4	-6	-10	1.4	2	1	0
CN(C)C(CNC(=O)c1cc2ccccc2oc1=O)c1ccccc1 (stereo unspecified)	-2	5	6	1	-2	0	-2.4	4	-2	-3
CCOC(=O)[C@@]12CCC3=C1N(CCC3)C(=O)[C@H](CC(=O)NCC13CC4CC(CC(C4)C1)C3)C2	5	·	-1	3	·	·	·	-2	2	0
Cc1ccc(SC(C)C(=O)NC(N)=O)c(C)c1 (stereo unspecified)	0	-3	4	-3	-3	-9	-0.8	-2	-3	-6
COC1(NC(=O)c2ccccc2)C(C)=CC(=O)C=C1C	1	8	-1	6	6	-19	1.8	1	-2	1
COc1ccccc1C(=O)NCCCNC(=O)c1cccnc1	-1	-5	0	-1	5	-1	0.8	-3	-1	-2
CCOC(=O)/C=C1\SCC(=O)N1CC(=O)NCCc1ccc(F)cc1	-2	8	-1	3	-10	-1	-1.7	3	0	4
CCOc1cc(C(=O)N=c2sccn2C)ccc1OC(F)F	-1	7	2	-4	-2	14	-3.8	7	-1	-1
Nc1nc(-c2ccc(Cl)cc2)nn1C(=O)c1ccco1	-2	10	4	0	3	-10	0.3	1	2	-8
O=C(Nc1ccc(N2CCOCC2)c(Cl)c1)c1cccc(F)c1	-6	2	4	1	-1	7	2.7	5	0	2
COC(=O)[C@]12C[C@H](CC(=O)NCC34CC5CC(CC(C5)C3)C4)C(=O)N(CCc3ccc(OC)c(OC)c3)C1=C[C@H](C(C)(C)C)O[C@@H]2C	2	·	1	-7	·	·	·	-3	9	-3
